CDK5 p35 inh: CDK5/p35 (human) kinase inhibition; 0.01% of 330,000 active; Recombinant CDK5/p35, ADP-Glo luminescence, 60 min; AID 488839; Q00535+Q15078; inhibition, % at 10 µM;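 active = highest replicate inhibition of at least 50% and at least 75% of replicates reaching 50%; inconclusive = only one of the two criteria met; inactive = both criteria failed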;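 note: plate controls were DMSO neutral control for no effect and GW8510 at 10 µM for full effect; many of its hits are not listed in these tables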
Target sequence (Q00535 whole entry, looked up): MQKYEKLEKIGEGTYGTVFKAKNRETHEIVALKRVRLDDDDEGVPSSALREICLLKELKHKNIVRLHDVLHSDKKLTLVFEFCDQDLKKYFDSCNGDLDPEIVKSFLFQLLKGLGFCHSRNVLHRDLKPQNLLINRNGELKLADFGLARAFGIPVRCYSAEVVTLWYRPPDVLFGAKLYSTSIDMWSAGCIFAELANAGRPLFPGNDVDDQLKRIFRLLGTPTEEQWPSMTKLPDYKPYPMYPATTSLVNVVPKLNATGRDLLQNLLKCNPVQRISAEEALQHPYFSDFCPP
Target sequence (Q15078 whole entry, looked up): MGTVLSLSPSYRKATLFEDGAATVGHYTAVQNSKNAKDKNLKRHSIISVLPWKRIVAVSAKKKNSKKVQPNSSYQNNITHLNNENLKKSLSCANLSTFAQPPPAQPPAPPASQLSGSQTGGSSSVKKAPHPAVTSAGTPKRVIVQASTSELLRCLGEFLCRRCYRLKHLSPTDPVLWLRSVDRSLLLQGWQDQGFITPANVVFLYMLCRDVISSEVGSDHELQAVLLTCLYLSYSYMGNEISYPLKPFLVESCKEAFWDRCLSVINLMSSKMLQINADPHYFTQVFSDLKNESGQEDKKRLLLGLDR
Rtt109 HAT inh: inhibitors of Candida albicans Rtt109/Vps75 histone acetyltransferase; purified Rtt109/Vps75, ThioGlo CoA-SH fluorescence, 4 h; AID 540336; inhibition, % at 34.9 µM; Q5AAJ8; 0.16% of 330,000 active;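 active = inhibition of at least 50% in every replicate; inconclusive = best replicate reaches 50% inhibition but some replicates fall short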
CAL PDZ FP-1: human CAL PDZ-peptide interaction inhibition. purified CAL PDZ, TMR-peptide fluorescence polarization, 1 h. inhibition, % at 20 µM. Q9HD26. AID 504414. 0.02% of 330,000 active;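 active = highest replicate inhibition of at least 40%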;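 note: plate controls were DMSO neutral control wells for no effect and unlabeled competitor peptide control wells for full effect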
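System: purified tagged CAL PDZ domain construct (CerCALP). Schedule: 1 h incubation at room temperature before polarization reading. Medium: 25 mM sodium phosphate pH 7.4, 150 mM NaCl, TCEP, IgG, Thesit. Read-out: percent inhibition from loss of millipolarization. Measured by: FP readout, S and P plane fluorescence. Probe or stimulus: fluorescent TMR peptide probe.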
CAL PDZ FP-2: inhibitors of human CAL PDZ peptide binding | 0.92% of 300,000 active | purified CAL PDZ, TMR-peptide fluorescence polarization, 1 h | AID 602252 | inhibition, % at 24.9 µM;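 active = mean inhibition of at least 30% with at least half of replicates also reaching 30%; inconclusive = no clear call, values can overlap the other calls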;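 note: 0% = DMSO neutral control and 100% = excess unlabeled competitor peptide PRC23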
dFosB act: enhances mouse delta FosB homodimer DNA binding; 0.99% of 340,000 active; P13346; activation, % at 25 µM; purified delta FosB, TAMRA-CDK5 oligo fluorescence polarization; percent of positive-control signal above neutral wells;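 active = mean activation above about 17%, with every replicate also reaching it, limit read from the data, passing the limit was not always enough; inconclusive = only one of the two conditions met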;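 note: fluorescence polarization rise as delta FosB binds a TAMRA Cdk5 AP-1 oligo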
RTF Ca sens act: increases calcium sensitivity of human cardiac regulated thin filaments; AID 493008; IANBD-labeled TnC RTF fluorescence at EC20 calcium; 0% EC20 calcium, 100% full calcium; 0.24% of 340,000 active; activation, % at 7.2 µM; P19429+P45379;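 active = activation above the mean over all tested compounds plus 3 SD, cut at about 30% in these data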;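 note: rise in fluorescence read as greater calcium sensitivity of cardiac thin filaments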
MITF TRPM1 HTS: increases MITF-driven TRPM1 promoter luciferase signal; SK-MEL-5 TRPM1-promoter luciferase, 24 h; % of positive control, neutral wells = 0; activation, % at 12.5 µM; 0.75% of 300,000 active; AID 588334;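 active = mean activation of at least 80% with every replicate also reaching 80%; inconclusive = mean reaches 80% but some replicate falls short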;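 note: 0% = neutral control wells and 100% = parthenolide positive control wells; values of inactives mirror those of a sister screen read the other way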
V-ATPase pH: regulators of yeast V-ATPase proton transport. 0.37% of 350,000 active. AID 504577. response, % at 10 µM. S. cerevisiae, pHLuorin cytosolic pH fluorescence; in the data active = response mostly above about 7.3%, no sharp cut-off; inactive = mostly below about 5.4%; note: actives read high; inactives centre near 0; some compounds called inactive have numbers as strong as hits; reference of the scale not given here
Wnt act: activates Wnt/beta-catenin signaling in a reporter cell assay | activator, plate reader | activation, % at 9.35 µM | 1.2% of 300,000 active; in the data active = activation above about 30%, passing the limit was not always enough; inconclusive = no clear call, values can overlap the other calls;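 note: 0% = neutral control wells and 100% = positive control wells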
Tat export inh: E. coli Tat transport inhibition; E. coli MC4100 TorA-mCherry Tat export, fluorescence; AID 488895; 0.036% of 340,000 active; inhibition, % at 10 µM;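 active = mean replicate inhibition at least 50% and at least half of replicates individually reaching 50%; inconclusive = only one of the two criteria met; inactive = neither criterion met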;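 note: exported cargo escapes ClpAP degradation while cytoplasmic cargo is degraded and loses fluorescence; 0% = median of neutral control wells and 100% = median of NaSCN control wells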
* marks the source's active call; other numbers are inactive results; ? = inconclusive; nt = not tested or not shown.

1: Cc1cc(=O)[nH]c(SCC(=O)N2CCCC(C)C2)n1 (stereo unspecified)
2: O=C(O)c1cccc(-n2cccc2/C=C2/SC(=O)N(CC(=O)N3CCCC3)C2=O)c1
3: CC(C)CN(C(=O)CSc1nnc(-c2ccco2)o1)c1c(N)n(Cc2ccccc2)c(=O)[nH]c1=O
4: Clc1cncc(Cl)c1NNc1c2ccccc2nc2ccccc12
5: O=C(Cn1ccc2ccccc2c1=O)NCCC(=O)NC1CCN(Cc2ccccc2)CC1
6: CC12CC(c3ccccc3O1)C(C(=O)N1CCOCC1)C(=O)N2 (stereo unspecified)
7: COc1ccc(CCNC(=O)/C=C/c2ccco2)cc1OC
8: CC1=C(C(=O)NC2CCC(C)CC2)C2(CCC(C)CC2)OC1=O (stereo unspecified)

| compound no. | 1 | 2 | 3 | 4 | 5 | 6 | 7 | 8 |
| --- | --- | --- | --- | --- | --- | --- | --- | --- |
| CDK5 p35 inh | 0.5 | 0.1 | 1.5 | -2.6 | -0.2 | 0.0 | 2.0 | -0.3 |
| Rtt109 HAT inh | 2.2 | 14.0 | -5.8 | nt | -5.7 | -0.5 | -6.4 | -10.5 |
| CAL PDZ FP-1 | -1.4 | -5.8 | -1.4 | -3.2 | -4.2 | -0.3 | -0.8 | -0.8 |
| CAL PDZ FP-2 | -2.8 | -3.3 | 0.7 | -1.6 | 0.2 | -1.8 | -1.6 | -1.3 |
| dFosB act | -1.5 | -11.5 | -4.3 | -5.3 | 0.9 | 0.0 | -3.1 | -7.4 |
| RTF Ca sens act | -0.1 | -1.0 | 5.8 | -6.4 | 2.5 | -4.7 | -6.5 | 3.6 |
| MITF TRPM1 HTS | -6.6 | -3.6 | -12.7 | -1.7 | 5.0 | -1.6 | nt | nt |
| V-ATPase pH | 1.4 | 0.0 | -7.6 | 5.9 | 0.7 | -1.6 | -2.3 | -1.7 |
| Wnt act | -2.3 | -2.1 | -0.1 | -1.8 | -6.7 | -0.8 | 0.9 | 0.5 |
| Tat export inh | -0.3 | -5.4 | -0.1 | 9.5 | -7.5 | 10.2 | ? | 5.5 |

9: Cn1nc([N+](=O)[O-])nc1Oc1ccc(C(C)(C)C)cc1
10: Cc1nn(CC(=O)N(CC(C)C)C2CCS(=O)(=O)C2)c(C)c1[N+](=O)[O-] (stereo unspecified)
11: CCC1(c2ccccc2)NC(=O)N(CC(=O)Nc2ccccc2C(=O)NC2CC2)C1=O (stereo unspecified)
12: COC(=O)[C@H](C(C)C)N(Cc1ccccc1)S(=O)(=O)CCN1CCCC1
13: CN(C)c1ccc(N=Cc2ccco2)cc1
14: CCCCn1c(N)c(N(CC(C)C)C(=O)C2=COCCO2)c(=O)[nH]c1=O
15: CC(C)(C)c1ccc2c(c1)C(c1ccc3c(c1)OCO3)CC(=O)O2 (stereo unspecified)
16: CCOC(=O)c1cc(NC(=O)SCC(=O)O)c(C)nc1C

| compound no. | 9 | 10 | 11 | 12 | 13 | 14 | 15 | 16 |
| --- | --- | --- | --- | --- | --- | --- | --- | --- |
| CDK5 p35 inh | 0.2 | -0.9 | 0.7 | -0.4 | 0.5 | -0.3 | -0.8 | 0.1 |
| Rtt109 HAT inh | 0.0 | 0.4 | nt | -4.9 | 0.3 | -4.4 | 5.5 | -4.1 |
| CAL PDZ FP-1 | -2.8 | -1.0 | 0.2 | 0.9 | 2.3 | -0.5 | -0.6 | -0.6 |
| CAL PDZ FP-2 | 0.3 | -1.8 | -4.8 | -8.9 | 1.5 | nt | -3.0 | -4.2 |
| dFosB act | -2.1 | -2.9 | 2.9 | -6.2 | -1.4 | 5.6 | -7.9 | -16.3 |
| RTF Ca sens act | -3.0 | 4.0 | 1.6 | -1.3 | -6.4 | -3.1 | -2.3 | 1.5 |
| MITF TRPM1 HTS | -10.8 | 4.3 | -5.6 | 0.8 | 2.6 | 1.1 | -2.9 | -2.9 |
| V-ATPase pH | 1.0 | -1.6 | -2.3 | -1.5 | -1.9 | -0.6 | -1.6 | -1.2 |
| Wnt act | -0.4 | -2.9 | -1.5 | -0.9 | -3.4 | -2.2 | -0.4 | nt |
| Tat export inh | -6.3 | -2.1 | -1.0 | -4.6 | -7.9 | -2.8 | 4.0 | -8.7 |

Retrieved by structure from the list above:
4: Clc1cncc(Cl)c1NNc1c2ccccc2nc2ccccc12
10: Cc1nn(CC(=O)N(CC(C)C)C2CCS(=O)(=O)C2)c(C)c1[N+](=O)[O-] (stereo unspecified)
14: CCCCn1c(N)c(N(CC(C)C)C(=O)C2=COCCO2)c(=O)[nH]c1=O
15: CC(C)(C)c1ccc2c(c1)C(c1ccc3c(c1)OCO3)CC(=O)O2 (stereo unspecified)
12: COC(=O)[C@H](C(C)C)N(Cc1ccccc1)S(=O)(=O)CCN1CCCC1

| compound no. | 4 | 10 | 14 | 15 | 12 |
| --- | --- | --- | --- | --- | --- |
| CDK5 p35 inh | -2.6 | -0.9 | -0.3 | -0.8 | -0.4 |
| Rtt109 HAT inh | nt | 0.4 | -4.4 | 5.5 | -4.9 |
| CAL PDZ FP-1 | -3.2 | -1.0 | -0.5 | -0.6 | 0.9 |
| CAL PDZ FP-2 | -1.6 | -1.8 | nt | -3.0 | -8.9 |
| dFosB act | -5.3 | -2.9 | 5.6 | -7.9 | -6.2 |
| RTF Ca sens act | -6.4 | 4.0 | -3.1 | -2.3 | -1.3 |
| MITF TRPM1 HTS | -1.7 | 4.3 | 1.1 | -2.9 | 0.8 |
| V-ATPase pH | 5.9 | -1.6 | -0.6 | -1.6 | -1.5 |
| Wnt act | -1.8 | -2.9 | -2.2 | -0.4 | -0.9 |
| Tat export inh | 9.5 | -2.1 | -2.8 | 4.0 | -4.6 |

Remaining list, next part.
17: Cc1cc2ncn(CCC(=O)NC3CCCC3)c2cc1C
18: Cc1ccc(Nc2nnc(SCC(=O)Nc3ncc(S(=O)(=O)c4ccc([N+](=O)[O-])cc4)s3)s2)cc1
19: COc1ccc(OC)c(-c2nc(CN3CCN(C(=O)c4ccco4)CC3)c(C)o2)c1
20: CN=C1S/C(=C\c2ccc(Cl)cc2)C(=O)N1C
21: O=C(Nc1ccccc1C(=O)NCC1CCCO1)c1ccco1 (stereo unspecified)
22: O=C1C(=O)N(Cc2ccncc2)C(c2ccccc2F)/C1=C(\O)c1ccc2c(c1)OCCO2 (stereo unspecified)
23: O=C(c1ccccc1Br)N1CCN(c2ccc([N+](=O)[O-])c(N3CCOCC3)c2)CC1
24: CC(=O)c1ccc(NC(=S)NC(NC(=O)c2ccco2)C(Cl)(Cl)Cl)cc1 (stereo unspecified)
25: COc1ccc2c(C(=O)CN3CCN(CCO)CC3)c[nH]c2c1
26: CCOc1ccc2oc(C(=O)Nc3ccc4c(c3)OCO4)c(C)c2c1

| compound no. | 17 | 18 | 19 | 20 | 21 | 22 | 23 | 24 | 25 | 26 |
| --- | --- | --- | --- | --- | --- | --- | --- | --- | --- | --- |
| CDK5 p35 inh | -0.3 | 0.4 | -1.8 | 0.4 | 0.9 | -3.8 | 0.4 | 0.6 | 0.3 | -2.5 |
| Rtt109 HAT inh | -1.3 | -0.6 | 1.8 | -6.1 | 2.7 | 5.7 | 15.3 | -4.6 | -0.8 | 4.4 |
| CAL PDZ FP-1 | -1.0 | 0.5 | -3.2 | -1.2 | nt | -1.7 | -2.8 | -3.5 | -0.2 | -5.3 |
| CAL PDZ FP-2 | -3.5 | 2.6 | -0.9 | nt | -1.2 | -1.5 | -3.0 | -2.7 | 0.9 | 6.2 |
| dFosB act | -0.7 | 2.9 | -15.4 | -8.6 | -6.5 | -1.4 | -6.5 | -4.0 | 0.0 | -6.4 |
| RTF Ca sens act | nt | -1.5 | 4.0 | -4.0 | 0.8 | 1.9 | 0.0 | 2.4 | 0.0 | 1.0 |
| MITF TRPM1 HTS | 3.0 | 11.1 | 6.0 | 8.9 | 1.5 | 18.3 | -9.0 | 9.6 | -10.3 | 89.8* |
| V-ATPase pH | -1.2 | 0.9 | -1.3 | -0.2 | -0.6 | 0.7 | 3.3 | -2.6 | 3.0 | -0.3 |
| Wnt act | -10.7 | nt | -1.2 | 1.1 | nt | 4.3 | nt | nt | nt | 1.7 |
| Tat export inh | -4.8 | -13.2 | -0.6 | 1.8 | -0.5 | 9.3 | -2.3 | -11.8 | -0.5 | 2.6 |
